MEP2-GFP yeast: modulators of MEP2-GFP levels in yeast, primary screen, S. cerevisiae, multiplex flow cytometry, MLPCN library; hit rate 0.51% among 330,000; S. cerevisiae MEP2-GFP strain, 3 h; 100% = DMSO control level; GFP response vs DMSO, % at 10 µM; AID 2016, 2009;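 active = GFP response versus DMSO above a set limit, roughly screen mean plus 3 SD, cut at about 180% in these data; inconclusive = fewer than 70 cells counted for a yeast strain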;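 note: median GFP fluorescence of the barcode-gated MEP2-GFP cells per well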
proCasp3 act: activators of human procaspase-3 D3A mutant, primary screen, biochemical, absorbance, PC-3 D3A mutant, single concentration; Caspase-3 (Homo sapiens), P42574; recombinant procaspase-3 D3A, Ac-DEVD-pNA absorbance 405 nm; activation, % at 8.5 µM; hit rate 0.11% among 330,000; AID 463141, 2010;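 active = activation above the mean of all tested compounds plus 3 SD, cut at about 21% in these data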;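 note: 0% = DMSO alone and 100% = DMSO wells spiked with extra 5 µM PC-3 D3A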
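Technique: 405 nm absorbance of p-nitroaniline, reads at 0 and 120 min; Test system: Procaspase-3 D3A mutant; Incubation: 1 h enzyme-compound preincubation, then 2 h substrate reaction, 25 °C; Repeats: singlicate, each compound tested once; Benchmarks: low control DMSO wells, high control DMSO plus 5 µM PC-3 D3A.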
AGP1-GFP MLPCN: modulators of AGP1-GFP expression in yeast TOR pathway, primary screen, cell-based, multiplex flow cytometry, S. cerevisiae, MLPCN library. 3 h; GFP as percent of DMSO wells. GFP response vs DMSO, % at 10 µM. hit rate 0.02% among 320,000;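 active = GFP response relative to DMSO above a set limit, near screen average plus 3 SD, cut at about 150% in these data; inconclusive = fewer than 70 cells counted for the yeast strain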;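 note: median GFP channel fluorescence of the gated AGP1 strain per well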
proCasp7 act: procaspase-7 activators, primary screen, counter-screen for procaspase-3 activator project, biochemical, absorbance, HTS, human; activation, % at 8.5 µM; hit rate 0.093% among 330,000; recombinant procaspase-7, Ac-DEVD-pNA absorbance 405 nm; D23A/D198A/D206A triple mutant, cannot self-cleave; scale: DMSO 0, 5 µM enzyme 100; AID 463210, 2010;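 active = percent activation above the screen-wide mean plus 3 SD, cut at about 25% in these data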
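buffer or medium = Zinc-free HEPES/NaCl buffer, pH 7.4 | material = Procaspase-7 triple mutant (PC-7 D3A) | input = 2 µM procaspase-7 mutant as dispensed | signal = Epi-absorbance of released pNA at 405 nm, two timepoints | timing = 1 h preincubation, 2 h reaction | replicates = singlicate compound testing | evaluation = % activation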
LAP4-GFP MLPCN: modulators of LAP4-GFP expression in yeast, primary screen, S. cerevisiae, multiplex flow cytometry, MLPCN library; 3 h; median GFP as percent of DMSO wells; GFP response vs DMSO, % at 10 µM; hit rate 0.34% among 320,000; AID 2023, 2009;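 active = GFP response vs DMSO above a set limit, about the screen mean plus 3 SD, cut at about 150% in these data; inconclusive = under 70 cell events counted for the yeast strain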
AHR act: AHR activators, primary screen, cell-based, luminescence, luciferase reporter, human; Aryl hydrocarbon receptor (Homo sapiens), P35869; AHR-responsive luciferase reporter cells; activation, % at 5 µM; hit rate 2.5% among 320,000; AID 2796, 2010; in the data active = activation above about 47%;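 note: 0% = vehicle wells and 100% = reference agonist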
Target sequence (P35869 whole entry, looked up): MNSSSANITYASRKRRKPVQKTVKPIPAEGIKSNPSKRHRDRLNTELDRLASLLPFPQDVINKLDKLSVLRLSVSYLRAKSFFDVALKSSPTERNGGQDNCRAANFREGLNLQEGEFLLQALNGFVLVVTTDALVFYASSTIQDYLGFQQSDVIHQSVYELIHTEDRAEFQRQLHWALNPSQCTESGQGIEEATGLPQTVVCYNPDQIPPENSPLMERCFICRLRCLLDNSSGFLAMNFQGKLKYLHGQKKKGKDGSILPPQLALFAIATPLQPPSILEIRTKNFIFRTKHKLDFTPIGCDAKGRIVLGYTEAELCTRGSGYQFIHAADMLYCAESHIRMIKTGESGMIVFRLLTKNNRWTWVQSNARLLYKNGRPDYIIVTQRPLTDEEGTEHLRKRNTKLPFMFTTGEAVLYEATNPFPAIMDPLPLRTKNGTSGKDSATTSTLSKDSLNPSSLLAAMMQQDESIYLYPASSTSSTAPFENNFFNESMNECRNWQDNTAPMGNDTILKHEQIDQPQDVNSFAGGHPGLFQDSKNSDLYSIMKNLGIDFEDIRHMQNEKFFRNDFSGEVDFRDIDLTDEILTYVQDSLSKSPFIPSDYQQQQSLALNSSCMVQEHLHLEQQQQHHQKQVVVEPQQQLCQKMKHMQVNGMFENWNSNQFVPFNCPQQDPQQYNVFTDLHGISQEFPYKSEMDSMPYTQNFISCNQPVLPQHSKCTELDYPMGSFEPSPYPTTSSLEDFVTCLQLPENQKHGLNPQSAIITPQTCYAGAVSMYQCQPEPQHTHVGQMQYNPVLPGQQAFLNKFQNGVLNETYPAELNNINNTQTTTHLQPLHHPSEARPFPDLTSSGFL
CIT2-GFP yeast: modulators of CIT2-GFP expression in yeast, primary screen, S. cerevisiae, GFP fusion, multiplex flow cytometry, MLPCN library; S. cerevisiae CIT2-GFP strain, 3 h; 100 means same as DMSO wells; GFP response vs DMSO, % at 10 µM; hit rate 0.065% among 320,000; AID 2029, 2009;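 active = GFP response relative to DMSO above a set limit, near the screen mean plus 3 SD, cut at about 150% in these data; inconclusive = Fewer than 70 cells measured for a yeast strain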;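 note: ratio of well median GFP fluorescence to mean of DMSO wells on the plate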
RPL19A-GFP yeast: RPL19A-GFP expression modulators in yeast, primary screen, cell-based, S. cerevisiae, multiplex flow cytometry, MLPCN. S. cerevisiae RPL19A-GFP strain, 3 h; active compounds read low. percent response vs DMSO, % at 10 µM. hit rate 0.3% among 330,000. AID 2025, 2009;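 active = percent response vs DMSO below 50%; inconclusive = fewer than 70 events counted for the yeast strain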;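 note: median channel GFP fluorescence of the barcoded RPL19A-GFP strain; ratio of sample median GFP to plate DMSO average so 100% = DMSO; lower means less RPL19A-GFP as with rapamycin TOR inhibition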
* = called active by the depositor; ? = inconclusive; / = no result given; [ ] = another dose, or the depositor's remark. Random draw from the library. About 3.5% of those tested had a hit in this group.

Labels used below – A = MEP2-GFP yeast; B = proCasp3 act; C = AGP1-GFP MLPCN; D = proCasp7 act; E = LAP4-GFP MLPCN; F = AHR act; G = CIT2-GFP yeast; H = RPL19A-GFP yeast
CC(=O)NC(CC(=O)N1CCCC1)c1ccccc1 (configuration not stated)
  A = 113	B = 0	C = 102	D = 0	E = 120	F = 3	G = 108	H = 91
CC(C)(C)n1nnnc1C(c1cccnc1)N1CCN(c2cccc(C(F)(F)F)c2)CC1 (configuration not stated)
  A = 126	B = 4	C = /	D = 6	E = 107	F = 2	G = 113	H = 90
COc1ccc(-c2nc(-c3ccc(Br)o3)no2)cc1
  A = 106	B = 12	C = 101	D = 6	E = 104	F = 18	G = 105	H = 98
O=C(O)C1C2CCC(C2)C1C(=O)NCc1ccccn1 (configuration not stated)
  A = 116	B = -4	C = 113	D = 7	E = 116	F = -1	G = 116	H = 107
CC(C)(C)c1[nH]nc2c1C(C1C=CCCC1)C(C#N)=C(N)O2 (configuration not stated)
  A = 102	B = 7	C = 100	D = -2	E = 102	F = 4	G = 101	H = 101
CC1C2Cn3c(nc4ccccc43)C1N(C(C)C)O2 (configuration not stated)
  A = 98	B = -10	C = 90	D = -1	E = 134	F = 5	G = 103	H = 105
CC(C)(C)c1cc(=O)n(-c2ccccc2)[nH]1
  A = 99	B = 8	C = 93	D = 0	E = 101	F = 1	G = 81	H = 97
O=C1CCCN1CC(O)CS(=O)(=O)c1ccccc1 (configuration not stated)
  A = 100	B = -3	C = 101	D = 4	E = 91	F = -2	G = 96	H = 101
CSCCC(NC(N)=O)C(=O)NCc1cccc(Cl)c1 (configuration not stated)
  A = 107	B = 3	C = 99	D = -1	E = 97	F = 0	G = 100	H = 99
CC(=O)Nc1ccc(NC(=O)CSc2nnc(NC(=O)C3CC3)s2)cc1
  A = 99	B = 1	C = 104	D = 12	E = 99	F = -2	G = 98	H = 101
O=C(Nc1ccc2nsnc2c1)C1CC1
  A = 102	B = 6	C = 103	D = 12	E = 94	F = -2	G = 100	H = 100
C=C(C)c1cccc(C(C)(C)NC(=O)Nc2ccc(C)cn2)c1
  A = 99	B = 3	C = 98	D = 0	E = 101	F = 5	G = 93	H = 100
COc1cccc(Nc2ncccc2C(=O)O)c1
  A = 98	B = 5	C = 95	D = 7	E = 94	F = 5	G = 101	H = 94
O=C(CCn1c(=O)c2sccc2n(CC(=O)NCc2ccco2)c1=O)NCc1ccccc1
  A = 103	B = -2	C = 111	D = 1	E = 101	F = 7	G = 106	H = 105
Cn1cc(C(=O)N2CCCCC2)c(=O)c2cc(S(=O)(=O)N3CCCC3)ccc21
  A = 88	B = -10	C = 82	D = 3	E = 79	F = 2	G = 83	H = 80

2 consecutive records from above:
Labels used below – A = MEP2-GFP yeast; B = proCasp3 act; C = AGP1-GFP MLPCN; D = proCasp7 act; E = LAP4-GFP MLPCN; F = AHR act; G = CIT2-GFP yeast; H = RPL19A-GFP yeast
O=C(CCn1c(=O)c2sccc2n(CC(=O)NCc2ccco2)c1=O)NCc1ccccc1
  A = 103	B = -2	C = 111	D = 1	E = 101	F = 7	G = 106	H = 105
Cn1cc(C(=O)N2CCCCC2)c(=O)c2cc(S(=O)(=O)N3CCCC3)ccc21
  A = 88	B = -10	C = 82	D = 3	E = 79	F = 2	G = 83	H = 80

Other records.
Labels used below – A = MEP2-GFP yeast; B = proCasp3 act; C = AGP1-GFP MLPCN; D = proCasp7 act; E = LAP4-GFP MLPCN; F = AHR act; G = CIT2-GFP yeast; H = RPL19A-GFP yeast
O=C(CN(c1ccccc1F)S(=O)(=O)c1ccccc1)N1CCCCCC1
  A = 98	B = -8	C = 102	D = 2	E = 99	F = 2	G = 98	H = 99
CCCOc1ncnc2c1sc1nc3c(cc12)COC(C)(C)C3
  A = 93	B = 14	C = 95	D = -2	E = 115	F = 2	G = 90	H = 93
CCOC(=O)Cc1c(C)nc2c(-c3ccc(Cl)cc3)c[nH]n2c1=O
  A = 94	B = 3	C = 91	D = -3	E = 92	F = 2	G = 95	H = 93
O=[N+]([O-])c1cc(C(F)(F)F)ccc1NCCCN1CCOCC1
  A = 99	B = 0	C = 97	D = 0	E = 97	F = 0	G = 95	H = 95
Cc1ccccc1NC(=O)c1ccc(Cl)c(NC(=O)c2cccnc2)c1
  A = 98	B = 5	C = 100	D = 1	E = 96	F = 8	G = 104	H = 98
CCOC(=O)C1=C(C)N=c2s/c(=C/c3ccc(OCC(=O)O)cc3)c(=O)n2C1c1ccc(OC)cc1OC (configuration not stated)
  A = 107	B = 3	C = 99	D = -8	E = 90	F = 1	G = 102	H = 106
COc1ccc(NC(=O)CSCC(=O)OCc2cccc(OC)c2OC)cc1
  A = 102	B = 5	C = 101	D = 3	E = 114	F = 1	G = 92	H = 98
N/C(=N\O)c1ccc(N2CCN(c3ncccc3C(F)(F)F)CC2)nc1
  A = 92	B = 0	C = 105	D = 6	E = 103	F = 3	G = 97	H = 94
COc1ccc(C(=O)n2nc(-c3ccc(OC)cc3)nc2N)cc1
  A = 101	B = -2	C = 98	D = 4	E = 95	F = 7	G = 99	H = 100
Cn1c(=O)c2c(nc(Sc3ncccn3)n2Cc2ccc(Cl)cc2)n(C)c1=O
  A = 102	B = 2	C = 101	D = 2	E = 112	F = 2	G = 101	H = 99
O=C(CSc1nc2ccccc2o1)Nc1nc(-c2ccccc2)c(-c2ccccc2)s1
  A = 100	B = 5	C = 95	D = 4	E = 104	F = 10	G = 96	H = 98
CC1(C)Cc2c(sc(NC(=O)C(=O)N3CCOCC3)c2C(N)=O)CO1
  A = 107	B = -3	C = 97	D = -9	E = 101	F = 2	G = 109	H = 93
COc1cccc(CSc2nc3sc(C)c(C)c3c(=O)n2Cc2ccco2)c1
  A = 110	B = -2	C = 105	D = 0	E = 98	F = -1	G = 96	H = 98
O=C(O)CCCN=CC1=C(O)C(C(=O)c2ccccc2)CCC1=O (configuration not stated)
  A = 102	B = -2	C = 109	D = -8	E = 98	F = -1	G = 104	H = 99
CC1=CC2=NC(=O)CC(C)(C(=O)N(CC(=O)NC(C)(C)C)Cc3cccs3)N2C=C1 (configuration not stated)
  A = 99	B = 8	C = 100	D = -3	E = 97	F = -1	G = 95	H = 95

Among those listed so far, these have a Cl atom.
Labels used below – A = MEP2-GFP yeast; B = proCasp3 act; C = AGP1-GFP MLPCN; D = proCasp7 act; E = LAP4-GFP MLPCN; F = AHR act; G = CIT2-GFP yeast; H = RPL19A-GFP yeast
CSCCC(NC(N)=O)C(=O)NCc1cccc(Cl)c1 (configuration not stated)
  A = 107	B = 3	C = 99	D = -1	E = 97	F = 0	G = 100	H = 99
CCOC(=O)Cc1c(C)nc2c(-c3ccc(Cl)cc3)c[nH]n2c1=O
  A = 94	B = 3	C = 91	D = -3	E = 92	F = 2	G = 95	H = 93
Cc1ccccc1NC(=O)c1ccc(Cl)c(NC(=O)c2cccnc2)c1
  A = 98	B = 5	C = 100	D = 1	E = 96	F = 8	G = 104	H = 98
Cn1c(=O)c2c(nc(Sc3ncccn3)n2Cc2ccc(Cl)cc2)n(C)c1=O
  A = 102	B = 2	C = 101	D = 2	E = 112	F = 2	G = 101	H = 99

Other compounds follow.
Order of results: MEP2-GFP yeast, proCasp3 act, AGP1-GFP MLPCN, proCasp7 act, LAP4-GFP MLPCN, AHR act, CIT2-GFP yeast, RPL19A-GFP yeast
- CC(=O)N1CCN(CCS(=O)(=O)c2ccc(Br)cc2)CC1
→ 103, -2, 103, 2, 103, -1, 104, 99
- C=CCOc1ccc(C2OC34CCCCC3C(C#N)(C#N)C2(C#N)C(=N)O4)cc1 (configuration not stated)
→ 568*[may fluoresce violet], -8, /, -3, 120[may fluoresce violet], 9, ?, 35*[may fluoresce violet]
- O=C1[C@H](CC[C@H](O)c2ccc(F)cc2)[C@@H](c2ccc(O)cc2)N1c1ccc(F)cc1
→ 91, 6, 91, -8, 99, 1, 103, 96
- CC(=O)C(Cc1ccccc1)NC(=O)CN1CCN(Cc2ccccc2)CC1 (configuration not stated)
→ 94, -9, 94, 3, 95, 3, 94, 96
- COc1ccccc1C(c1nnnn1Cc1ccccc1)N1CCN(C2CCCC2)CC1 (configuration not stated)
→ 105, 7, /, 6, 104, 0, 101, 97
- COc1ccc(NC(=O)c2ccc(-c3ccccc3)cc2)cc1S(=O)(=O)N1CCOCC1
→ 87, 4, 90, 4, 96, -4, 86, 92
- CC(=O)c1ccc(Nc2ccc(-c3ccccc3F)nn2)cc1
→ 91, -6, 91, -7, 118, 14, 80, 95
- O=C1CCC([N+](=O)[O-])C(c2ccc(C(F)(F)F)cc2)N1 (configuration not stated)
→ 93, 3, 101, 2, 108, 0, 88, 93
- CCN(C(=O)CSc1nc2cc(S(=O)(=O)N(CC)CC)ccc2n1CC)C1CCS(=O)(=O)C1 (configuration not stated)
→ 94, 13, 104, 10, 101, 0, 89, 99
- COCCCNC(=S)NNC(=O)c1ccc2c(c1)OCO2
→ 95, -3, 89, -5, 88, 3, 88, 91
- CC(=O)c1cccc(NC(=O)CN2CCc3cc4c(cc3C2C)OCCCO4)c1 (configuration not stated)
→ 97, 6, 100, -6, 105, 4, 90, 96
- COc1ccc(-c2c(C(=O)O)c(C(=O)O)c3n2CCC3)cc1
→ 108, 5, 108, 8, 92, 1, 101, 107
- COC(=O)c1ccc(/C=N/N2CCN(Cc3ccc(C)cc3C)CC2)cc1
→ 104, 3, 100, -8, 102, -1, 104, 106
- COc1ccc(CCNC(=O)C(=O)NCC2CCCO2)cc1 (configuration not stated)
→ 91, 1, 92, -6, 87, -2, 92, 91
- CCN(C(=O)COC(=O)c1cc([N+](=O)[O-])ccc1N1CCOCC1)C1CCS(=O)(=O)C1 (configuration not stated)
→ 97, -8, 101, -2, 105, 0, 96, 100
- Cc1ccc(C)c(S(=O)(=O)N(C)C2CCS(=O)(=O)C2)c1 (configuration not stated)
→ 104, -7, 107, 5, 97, -2, 103, 101
- CCCOC(=O)Nc1ccc(S(=O)(=O)Nn2cnnc2)cc1
→ 99, 2, 99, 6, 99, 0, 95, 95
- CC1=NN(c2ccccc2)C(=O)/C1=C/c1cc2cc(C)ccc2nc1N1CCCCC1
→ 100, 4, 101, 3, 103, 6, 93, 101
- Cc1ccc(C(=O)NC(=S)N(C)C2CCCCC2)cc1Br
→ 97[may fluoresce green], -2, 102[may fluoresce green], 1, 104[may fluoresce green], -6, 98[may fluoresce green], 100[may fluoresce green]

High-throughput results: PubChem BioAssay, several laboratories
